Screening data deposited in PubChem by National Center for Advancing Translational Sciences (NCATS).
GLP1R inv ag = inverse agonists of human GLP-1 receptor | P43220 | HEK293 GLP-1R CRE-luciferase, luminescence, 24 h; GLP-1R form is constitutively active | Potency, µM (top dose mostly 38.3 µM), for the others: at the top dose activity change, negative = inhibition, hits mostly inhibitors | 410,000 tested, 1.6% active; also: potency is read from the fitted curve at half-maximal effect; % is scaled to controls: 0 for no effect and ±100 for the full control effect; nearly all actives have a fitted effect of over 55% in size
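GLP-1R inverse agonism mode: basal reporter luminescence in engineered HEK293 cells measured after one day of compound exposure at 37 deg C, with a 12 min room-temperature detection step.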
PTHR1 agonist = agonists of human PTHR1 parathyroid hormone receptor | Q03431 | HEK293 GP2 PTHR1 cells, GloSensor cAMP luminescence, 1 h | Potency, µM (titrated, usually from 115 µM), without a hit: at the highest dose activation, hits mostly activators | 410,000 tested, 0.075% active | AID 743266; also: potency is read from the fitted curve at half-maximal effect; nearly all actives have a fitted effect of over 55% in size; some results filed as inactive show a strong effect at the top dose; inactives centre near -15; many of its hits are not listed in these tables
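HEK-293-derived GP2 cells expressing PTHR1 and a GloSensor cAMP reporter, 3,000/well, plated overnight, given luciferin plus IBMX (each 0.5 mM as added) for 1 h at 37 °C, then compound for 1 h at 37 °C. Luminescence was read after 15 min at room temperature.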
EPAC1 antag = EPAC1 (human) antagonism; O95398; EPAC1 GEF assay, Rap1b-BODIPY-GDP exchange fluorescence; Potency, µM (highest dose often 115 µM), without a hit: top-dose activity change, negative = inhibition, usual class: inhibitors; 360,000 tested, 0.14% active; AID 720709;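 also: potency is read from the fitted curve at half-maximal effect; plate controls were vehicle for no effect and positive control for full effect; nearly all actives have a fitted effect of over 50% in size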
EPAC1 agonist = EPAC1 (human) agonism. 360,000 tested, 0.073% active. EPAC1 agonist qHTS, biochemical assay; response scale: 100% = response to 6.5 mM cAMP. AID 720707. Potency, µM (highest dose often 154 µM), inactives show at the highest dose activation, usual class: activators; also: potency is read from the fitted curve at half-maximal effect; nearly all actives have a fitted effect of over 60% in size
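Fluorescent GDP-exchange assay: 100 nM EPAC1 with 250 nM Rap1B preloaded with BODIPY-GDP and 50 uM GDP; compounds tested as concentration series, 5 min at room temperature, then read every 5 min for 30 min (ex 480/em 540 nm); normalized to 6.5 mM cAMP.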
PI5P4K alpha inh = inhibitors of human PI5P4K alpha. P48426. PI5P4Kalpha enzyme, ADP-Glo luminescence, 60 min; active compounds read low. max response, %. 330,000 tested, 1.2% active. AID 652105; active = max response of -50% or lower; inconclusive = between -30% and -50%; inactive = -30% or higher; also: value at the top dose of about 77 µM; % is scaled to controls: 0 for no effect and ±100 for the full control effect
Target sequence (P48426 whole entry, looked up): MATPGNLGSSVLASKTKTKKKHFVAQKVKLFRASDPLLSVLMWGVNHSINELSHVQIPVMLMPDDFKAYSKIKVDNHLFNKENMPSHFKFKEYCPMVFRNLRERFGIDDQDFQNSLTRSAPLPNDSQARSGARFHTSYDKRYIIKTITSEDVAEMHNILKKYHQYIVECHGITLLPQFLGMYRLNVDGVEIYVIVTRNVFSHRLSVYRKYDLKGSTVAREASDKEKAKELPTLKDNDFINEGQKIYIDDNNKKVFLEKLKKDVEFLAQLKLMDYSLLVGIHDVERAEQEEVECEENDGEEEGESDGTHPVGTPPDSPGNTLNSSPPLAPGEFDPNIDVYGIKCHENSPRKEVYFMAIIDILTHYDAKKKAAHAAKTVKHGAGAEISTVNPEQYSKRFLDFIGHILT
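Reactions run in 0.038 M HEPES pH 7.4, 0.28 mM EGTA, 0.1% CHAPS and 5% DMSO, with PI5P4Kalpha, substrate, compound and 5 microM ATP final, one hour at room temperature. Readout is ADP-Glo luminescence.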
GLP-1R agonist = activates the human GLP-1 receptor; Potency, µM (highest dose often 45.6 µM), for inactives: at the highest dose activation, hits mostly activators; 380,000 tested, 0.007% active; HEK293 GLP-1R CRE-luciferase, luminescence, 4-6 h; cells express a hypersensitive GLP-1R form; P43220; also: potency is read from the fitted curve at half-maximal effect; % of control where 0% means no effect
PLK1 PBD block = inhibitors of human PLK1 polo-box domain binding | Potency, µM, inactives show max response, negative = inhibition, actives largely listed as inhibitors | Plk1 PBD binding of FITC phosphopeptide, fluorescence polarization | 360,000 tested, 2.8% active | P53350 | AID 720504; also: potency is read from the fitted curve at half-maximal effect; series mostly up to about 57 µM; % is scaled to controls: 0 for no effect and ±100 for the full control effect; nearly all actives have a fitted effect of over 65% in size
Target sequence (P53350 whole entry, looked up, the tested form may be a part): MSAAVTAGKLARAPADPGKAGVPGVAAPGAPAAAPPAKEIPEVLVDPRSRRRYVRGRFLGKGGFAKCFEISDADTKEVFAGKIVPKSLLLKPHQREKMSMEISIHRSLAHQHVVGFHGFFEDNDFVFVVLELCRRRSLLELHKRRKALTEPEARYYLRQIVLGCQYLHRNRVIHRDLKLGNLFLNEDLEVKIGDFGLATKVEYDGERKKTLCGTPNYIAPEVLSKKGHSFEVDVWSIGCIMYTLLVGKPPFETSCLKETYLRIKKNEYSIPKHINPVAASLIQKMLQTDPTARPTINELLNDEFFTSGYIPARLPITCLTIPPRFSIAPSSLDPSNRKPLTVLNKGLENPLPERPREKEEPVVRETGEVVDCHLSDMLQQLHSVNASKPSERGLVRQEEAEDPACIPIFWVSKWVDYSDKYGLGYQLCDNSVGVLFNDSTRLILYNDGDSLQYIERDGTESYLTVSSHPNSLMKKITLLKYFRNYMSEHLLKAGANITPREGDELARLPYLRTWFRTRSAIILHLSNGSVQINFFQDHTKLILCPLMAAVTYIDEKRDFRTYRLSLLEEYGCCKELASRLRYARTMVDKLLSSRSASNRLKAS
IL2 activator = IL-2 activation; IL-2 activation reporter assay, cell-based qHTS; stimulated with anti-CD3/CD4/CD28 beads; in transgenic mouse T cells; activation, % (series mostly up to about 46 µM); 360,000 tested, 0.065% active; in the data active = activation above about 50%; inconclusive = mostly about 30% to 49%; also: 0% is about no effect
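Quantitative HTS in unstimulated transgenic mouse T cells, with memory T cells as non-tolerant control and PMA/ionomycin as tolerance-bypass control. Compound pretreatment lasted 60 minutes before 18 h bead stimulation; EGFP/DsRed fluorescence read.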
GLP1R cytotox = cytotoxic in the GLP-1 receptor inverse agonist counter-screen. 410,000 tested, 0.13% active. HEK293 cAMP-luciferase reporter cells, luminescence, 24 h. Potency, µM (series often up to 38.3 µM), for inactives: top-dose activity change, negative = inhibition, most hits filed as inhibitors. AID 624418;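 also: loss of luciferase light is scored as toxicity; potency is read from the fitted curve at half-maximal effect; % is scaled to controls: 0 for no effect and ±100 for the full control effect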
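Here, cytotoxicity is scored as loss of luminescence. The MLSMR collection was tested on cells seeded in medium containing 10% Nu serum, with a 24 hr compound exposure preceded by 12 hours of culture.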
Starred values were filed as active, the others as inactive; i = inactive; ? = inconclusive; / = no result given; [ ] = another dose, or the depositor's remark. Unless noted, calls follow the shape of the dose curve; as a rule, active = well fitted curve in the direction sought with a large enough effect; inconclusive = small, poorly fitted or top-dose-only effect, or another doubt; inactive = no such curve, though single readings can be large; an effect the other way counts as inactive or inconclusive.

SMILES | GLP1R inv ag | PTHR1 agonist | EPAC1 antag | EPAC1 agonist | PI5P4K alpha inh | GLP-1R agonist | PLK1 PBD block | IL2 activator | GLP1R cytotox
CCCCNC(=O)C(C#N)c1nc2ccccc2nc1N1CCN(Cc2ccc3c(c2)OCO3)CC1 (configuration not stated) | 7.5% | i | 9.1% | 8.2% | 2.8 | -5.0% | -28.1% | 1.0 | 4.7%
CCC(=O)Oc1ccc2oc(=O)cc(C)c2c1 | 15.7% | -20.8% | -10.7% | -5.2% | 0.3 | -16.9% | -1.8% | -0.4 | -5.0%
CCN1C[C@@H]2[C@@H]3C(=O)N(Cc4ccccc4)C(=O)[C@@H]3[C@](Cc3ccccc3)(C1=O)N2C(=O)c1ccc(C(C)(C)C)cc1 | 8.2% | -78.5%[inhibitor] | -28.9% | -12.9% | 7.0 | -0.1% | -14.4% | -2.7 | -19.2%
CN(Cc1ccccc1)Cc1c[nH]c2ccccc12 | ? | -9.6% | 13.1% | -3.8% | 0.8 | -2.5% | -1.7% | 4.5 | -16.2%
c1ccc(-n2nnc3ccccc32)cc1 | -3.1% | -24.8% | 6.2% | -11.1% | -0.6 | -2.6% | -7.2% | -0.4 | -6.4%
Cc1ccc(C(=O)c2ccccc2C(=O)OCC(=O)N2CCCC2)cc1 | 1.6% | i | -3.0% | 2.7% | -2.5 | 5.9% | -5.8% | -1.0 | -2.4%
Nc1ncc(Br)cc1S(=O)(=O)NC1CCCCC1 | ? | i | -5.3% | -3.3% | 8.2 | 2.0% | -2.9% | 0.5 | -6.8%
Cc1ccc(S(=O)(=O)NCC(=O)OCC(=O)NC(=O)NC2CCCC2)cc1 | 7.4% | -2.8% | 10.1% | 0.1% | 2.9 | -1.0% | -4.3% | -0.2 | -0.8%
Cc1sc(NC(=O)c2ccco2)c(CN2CCN(c3ccccn3)CC2)c1C | ? | -8.7%[57.5 µM] | -3.7% | 3.8% | -0.4 | -0.4% | -0.7% | -3.8 | -10.2%
CC(=O)Nc1cccc(OCCOc2cccc([N+](=O)[O-])c2)c1 | 13.5% | -23.8% | -24.8% | 7.0% | 2.3 | 3.7% | -5.4% | 0.5 | 0.7%
Cc1cc(C)nc(N/N=C/c2ccc(N3CCOCC3)cc2)n1 | 6.2%[0.307 µM] | -11.1% | 7.4% | -7.7% | 0.8 | 8.0% | -6.7% | 0.3 | 16.1%[0.307 µM]
O=[N+]([O-])c1cc(Br)c2nsnc2c1N1CCOCC1 | 18.1% | -10.5% | -7.1% | -7.0% | -3.9 | 21.2% | 2.4% | -1.2 | -23.3%
O=C(CCN1CCN(C/C=C/c2ccccc2)CC1)Nc1ccccc1Cl | -21.4% | i | -3.8% | -0.6% | 0.4 | 12.7% | -3.2% | -0.3 | 4.7%
N#Cc1cc([N+](=O)[O-])ccc1NC(=O)COC(=O)c1cnccn1 | -4.0% | i | 10.7% | 1.6% | -14.0 | -8.2% | 2.1% | -4.1 | -4.0%
O=C(Cc1ccc(Cl)cc1)Nc1ccccc1CO | -6.9% | i | 12.6% | 17.1% | 0.4 | -3.8% | -6.8% | 0.0 | -12.8%
COCCn1c(SCC(=O)Nc2cccc(NC(C)=O)c2)nc2c([nH]c3ccccc32)c1=O | 26.4% | i | -3.5% | 5.4% | -10.0 | -12.6% | -10.8% | 2.4 | 1.2%
CC(C)(C)c1ccc(C(=O)Nc2cnccn2)cc1 | -27.6% | -16.7%[57.5 µM] | 5.3% | 2.0% | / | -8.4% | -3.9% | -2.4 | -8.3%
CC(C)(CN1CCN(c2ccccc2)CC1)NS(=O)(=O)c1ccccc1 | ? | -18.1% | 9.9% | 4.5% | 0.5 | 21.3% | -8.7% | 0.3 | -2.8%
COCCN(CCOC)C(=O)COC(=O)c1ccc(Cl)c(S(=O)(=O)N(C)c2ccccc2)c1 | -40.3% | -4.4% | -34.4% | -0.4% | -7.9 | 5.0% | -19.9% | -1.7 | 34.0%[activator]
O=C([C@H]1O[C@@H](n2ccc(=O)[nH]c2=O)[C@H](O)[C@@H]1O)N(CCC1=CCCCC1)CC1CC1 | -0.5% | -16.6% | 16.1% | -8.4% | -6.8 | -1.0% | -6.7% | 0.9 | -0.2%
COc1ccc(-n2ncc(C(C)NS(=O)(=O)c3cc(F)ccc3C)c2C)cc1 (configuration not stated) | ? | -31.6%[inhibitor] | 6.3% | -1.6% | 3.2 | -7.0% | -2.6% | -3.5 | -0.5%
O=C(CNS(=O)(=O)c1ccc(Br)cc1Cl)OCC(=O)c1ccc[nH]1 | 17.9% | i | -14.5% | -3.1% | 2.3 | -4.1% | -10.3% | -0.4 | 3.8%
Cc1ccnc(NC(=O)c2ccc(Cl)c(S(=O)(=O)N3CCCCC3)c2)c1 | ? | -28.3% | -17.2% | -5.0% | -9.6 | 19.3% | -1.2% | -0.1 | -0.6%
O=C(O)CSCC(=O)NC1CCCc2ccccc21 (configuration not stated) | 13.7% | -20.1% | -8.6% | 2.0% | 3.3 | -4.6% | -5.1% | -1.7 | 0.0%
CC(C)C(OC(=O)c1nsc(Cl)c1Cl)C(=O)NCc1ccc2c(c1)OCO2 (configuration not stated) | 0.0% | ? | -14.5% | 15.7% | / | 1.8% | -5.4% | 0.5 | 22.2%
COC(=O)CSc1nc2ccccc2c(=O)n1Cc1ccccc1 | 33.4%[activator] | -25.5% | -12.2% | -2.2% | 5.7 | 11.9% | -5.6% | -3.4 | 1.5%
COc1ccc(-c2nc3ccccc3c(=O)n2CCc2ccc(O)cc2)cc1 | ? | -29.4% | 4.2% | 2.2% | -5.1 | 15.2% | -2.1% | 0.6 | -5.6%
Cc1ccc(CN(Cc2cccnc2)C(=S)Nc2cccc(Cl)c2C)cc1 | ? | -7.8% | 1.5% | 3.2% | 14.6 | 7.2% | -4.0% | -1.9 | ?
O=C(Cn1cnc2c(nnn2Cc2ccccc2F)c1=O)N1CCN(c2ccccc2)CC1 | 9.0% | -16.0%[57.5 µM] | 2.1% | 7.3% | / | -0.9% | -9.3% | -4.1 | 0.8%
COc1cc(CNC(C)(C)CO)ccc1OCC(=O)NC(C)(C)C | 1.3% | i | -13.2% | 0.3% | 2.9 | 5.6% | -7.6% | -0.4 | 3.9%
O=S1(=O)CC=C(CSc2nc3ccccc3[nH]2)C1 | 0.0% | i | 1.6% | 7.0% | -10.4 | 12.3% | -8.3% | -0.2 | -3.3%
CCn1c2c(c(=N)c3ccccc31)CCC2 | -10.5% | i | 0.8% | 3.3% | -1.9 | -1.6% | 5.5% | -0.6 | -7.1%
CCOC(=O)Cn1c(=O)n(CC2CCCO2)c2nc(-c3ccc(OCC)cc3)nc(C(N)=O)c21 (configuration not stated) | -11.6% | i | / | / | / | 0.8% | / | / | 3.9%
O=C(C(Cl)c1ccccc1)N1CCOCC1 (configuration not stated) | 47.8%[activator] | -8.4% | 4.4% | 9.5% | -1.5 | 0.6% | -0.5% | -2.2 | -3.2%
Cc1c(/C=N/NC(=O)c2ccc3c(c2)OCO3)cnn1C | -4.7% | i | -1.1% | -1.1% | 0.9 | -2.3% | 0.8% | -1.5 | -4.2%
O=C(CSc1ccccc1)Nc1cccc(S(=O)(=O)N2CCCCC2)c1 | ? | -27.5% | -8.3% | 4.8% | 4.2 | -0.9% | 3.7% | -0.5 | 2.0%
O=C1NC2(CCCCC2)C(=O)N1CC(=O)N1CCc2ccccc21 | -22.0% | -65.5%[inhibitor] | 4.1% | -3.8% | 0.6 | 5.2% | -12.3% | 0.1 | 1.0%
O=C(CCN1C(=O)c2ccccc2C1=O)N1CCN(C(=O)c2ccccc2)CC1 | 12.9% | i | 2.2% | 7.0% | -1.1 | -12.4% | 0.3% | -2.0 | 1.6%
CCc1ccccc1N1CC23C=CC(O2)C(C(=O)OC)C3C1=O (configuration not stated) | 6.5% | -0.5% | -1.6% | -15.9% | -7.1 | 10.6% | 0.1% | -3.2 | -2.1%
N=C1/C(=C\c2ccc(OC(=O)c3ccco3)cc2)C(=O)N=C2SC(N3CCCCC3)=NN12 | 3.6% | -20.7% | -19.5% | -3.5% | -51.5* | -2.4% | ? | -1.9 | 3.1%
Cc1ccnc(NC(=O)CCCOc2ccccc2)c1 | 13.0% | -5.3% | 17.4% | -8.0% | -0.8 | 12.8% | -2.7% | -0.4 | -4.1%
Cc1ccc(-c2nnc(SC(C)C(=O)NCC3CCCO3)nc2-c2ccc(C)cc2)cc1 (configuration not stated) | ? | i | -7.1% | 1.2% | 12.7 | 10.5% | -11.9% | -1.2 | 0.1%
Cc1cc(C)c(S(=O)(=O)N2CCN(c3ccc([N+](=O)[O-])c(-n4nc(C)cc4C)c3)CC2)c(C)c1 | 0.0% | i | -2.5% | -0.6% | / | -8.0% | -1.4% | -4.4 | -7.9%
Cc1cc(NC(=O)COC(=O)C2CSC3(C)CCC(=O)N23)ccc1Br (configuration not stated) | -6.6% | -22.1% | -22.2% | -1.7% | 5.7 | -5.1% | -1.8% | -3.3 | 4.9%
Cc1ccc(S(=O)(=O)NCCSc2nnnn2C)cc1 | 1.4% | i | 0.0% | 1.8% | / | -1.9% | -4.5% | -1.8 | 2.7%
N#CCc1nc2ccc(S(=O)(=O)N3CCOCC3)cc2s1 | -2.9% | i | 18.2% | 6.8% | -63.6* | 8.3% | -19.6% | 0.1 | 18.1%
CNc1nnc(-c2ccc(C)cc2)c2ccccc12 | -54.5% | -5.6% | -26.2% | -4.5% | -0.7 | 12.5% | -18.4% | 0.6 | -1.6%
CC(C)(C)NC(=O)C(=O)NN=C1CCCCCCCCCCC1 | 2.8% | i | -1.0% | 7.7% | 5.7 | -1.5% | 1.3% | 1.2 | -3.7%
COc1cccc(CN2CCC2(C)C(=O)Nc2ccc(C)c(O)c2)c1F (configuration not stated) | ? | -18.5% | -27.9% | 5.2% | 5.0 | 19.2% | -1.7% | -0.9 | -2.2%

Some of the compounds tested; rates above refer to the full screens.
